SW480 rereplic = induces DNA re-replication in SW480 colon adenocarcinoma cells | SW480 DNA re-replication, Hoechst DNA content imaging, 48 h | Potency, µM (series often up to 46.1 µM), without a hit: at the highest dose re-replication activation, actives largely listed as activators | hit rate 1.8% among 340,000 | AID 624297; also: % of control where 0% means no effect; nearly all actives have a fitted effect of over 55% in size
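Image-based DNA-content assay: after two days of treatment, nuclei were labelled with the DNA dye Hoechst and imaged, and hits were compounds raising the count of nuclei showing high fluorescence intensity.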
KB-3-1 tox = kills parental KB-3-1 adenocarcinoma cells. KB-3-1 viability, CellTiter-Glo ATP luminescence, 72 h. Potency, µM (titrated, usually from 46.1 µM), for the others: at the top dose activity change, negative = cytotoxic, hits mostly cytotoxic. hit rate 1.4% among 400,000. AID 1347075; also: % is scaled to controls: 0 for no effect and ±100 for the full control effect; nearly all actives have a fitted effect of over 60% in size
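Cytotoxicity in the drug-sensitive parental line KB-3-1 was scored as loss of CellTiter-Glo luminescence following 72 h incubation with compound. Values come from curve fitting of normalized concentration-response data.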
KB-V1 MDR tox = KB-V1 MDR subline cytotoxicity; KB-V1 MDR cells viability, CellTiter-Glo, 72 h; Potency, µM (series often up to 46.1 µM), inactives show top-dose activity change, negative = cytotoxicity, actives largely listed as cytotoxic; hit rate 3.4% among 400,000; AID 1347076; also: % is scaled to controls: 0 for no effect and ±100 for the full control effect; nearly all actives have a fitted effect of over 60% in size
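Potencies derive from concentration-effect curves fitted to normalized luminescence (CellTiter-Glo) of KB-V1 cells treated for 72 h at 37 degrees C in phenol-red-free DMEM containing 10% FBS.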
HEK293 tox = cytotoxicity in counter-screen for GLP-1R inverse agonists | HEK293 cAMP-luciferase reporter cells, luminescence, 24 h | Potency, µM (series often up to 38.3 µM), inactives show at the top dose activity change, negative = inhibition, actives largely listed as inhibitors | hit rate 0.13% among 410,000;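 also: loss of luciferase light is scored as toxicity; % is scaled to controls: 0 for no effect and ±100 for the full control effect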
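1536-well qHTS counterscreen of the MLSMR; 200 cells/uL, 12 h pre-incubation, 23 nL cpd, 24 h at 37 deg C 5% CO2, luciferase detection reagent, 12 min RT, luminescence. Inhibition = undesired.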
GLP1R ag = agonists of human GLP-1 receptor; HEK293 GLP-1R CRE-luciferase, luminescence, 4-6 h; cells express a hypersensitive GLP-1R form; hit rate 0.007% among 380,000; Potency, µM (top dose mostly 45.6 µM), inactives show at the top dose activation, most hits filed as activators; P43220; also: % of control where 0% means no effect
Target sequence (P43220 whole entry, looked up): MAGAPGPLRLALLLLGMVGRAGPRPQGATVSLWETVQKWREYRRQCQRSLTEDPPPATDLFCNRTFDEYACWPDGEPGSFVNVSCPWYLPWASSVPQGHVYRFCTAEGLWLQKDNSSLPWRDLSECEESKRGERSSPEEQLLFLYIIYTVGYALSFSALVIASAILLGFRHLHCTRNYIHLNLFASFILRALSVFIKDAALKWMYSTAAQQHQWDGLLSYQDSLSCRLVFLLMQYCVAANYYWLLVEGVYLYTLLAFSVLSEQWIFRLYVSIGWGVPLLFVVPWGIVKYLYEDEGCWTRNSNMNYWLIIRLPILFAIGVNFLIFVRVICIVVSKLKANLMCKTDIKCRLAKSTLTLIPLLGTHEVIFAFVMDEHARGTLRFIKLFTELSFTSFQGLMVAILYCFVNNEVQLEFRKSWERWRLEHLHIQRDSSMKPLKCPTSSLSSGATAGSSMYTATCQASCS
GLP-1R inv ag = inverse agonists of human GLP-1 receptor | hit rate 1.6% among 410,000 | Potency, µM (highest dose often 38.3 µM), without a hit: at the top dose activity change, negative = inhibition, most hits filed as inhibitors | HEK293 GLP-1R CRE-luciferase, luminescence, 24 h; GLP-1R form is constitutively active | AID 624417 | P43220; also: % is scaled to controls: 0 for no effect and ±100 for the full control effect; nearly all actives have a fitted effect of over 55% in size
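Inverse agonists were sought by their lowering of basal cAMP reporter luciferase output in HEK293 cells stably carrying constitutively active human GLP-1R, after 24 h compound treatment.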
HT1080NT lethal = kills 2HG-producing HT-1080-NT fibrosarcoma cells; hit rate 1.6% among 360,000; Potency, µM (titrated, usually from 46.1 µM), for the others: at the highest dose activity, negative = less viability, usual class: cytotoxic; HT-1080-NT fibrosarcoma viability, CellTiter-Glo ATP luminescence, 48 h; AID 686970;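 also: NT is the 2HG producing partner of a matched IDH1 knockdown line; 0% = DMSO-treated cells and -100% = media-only wells without cells; nearly all actives have a fitted effect of over 55% in size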
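Fibrosarcoma NT cells, 750 per well in 5% FBS RPMI, were exposed to compound for 48 hours. Viability: CellTiter-Glo luminescence.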
TDP-43 yeast inh = rescues yeast growth from TDP-43 toxicity. Potency, µM (top dose mostly 46.1 µM), for inactives: top-dose growth rescue (activation), actives largely listed as activators. TDP-43 expressing yeast growth rescue, BacTiter-Glo, 24 h. hit rate 1.8% among 410,000; also: % of control where 0% means no effect; nearly all actives have a fitted effect of over 50% in size
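In this qHTS, compounds that restore growth of yeast expressing TDP-43 appear as activators. Cells (OD600=0.02, galactose medium, raffinose-pregrown) are incubated with compound 24 hr at 30 deg C and growth is quantified by BacTiter-Glo.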
HT1080 IDH1KD tx = HT-1080 IDH1 knockdown cell toxicity (counter line) | HT-1080 IDH1 knockdown viability, ATP luminescence, 48 h | Potency, µM (top dose mostly 46.1 µM), for inactives: at the top dose activity, negative = toxicity, usual class: cytotoxic | hit rate 2% among 360,000 | AID 686971;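 also: 0% = DMSO wells and -100% = cell-free medium wells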
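Luminescent ATP read-out (CellTiter-Glo, 10 min at room temperature) after 48 h compound exposure at 37 °C gave viability of IDH1-knockdown HT-1080 cells. Activity was normalised to DMSO and cell-free wells, then fitted as concentration-response curves.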
* = called active by the depositor; ? = inconclusive; . = no result given. Calls follow the shape of the dose curve; as a rule, active = well fitted curve in the direction sought with a large enough effect; inconclusive = small, poorly fitted or top-dose-only effect, or another doubt; inactive = no such curve, though single readings can be large; an effect the other way counts as inactive or inconclusive. Potency is read from the fitted curve at half-maximal effect.

item | SMILES | KB-V1 MDR tox | HT1080NT lethal | GLP1R ag | HT1080 IDH1KD tx | KB-3-1 tox | TDP-43 yeast inh | GLP-1R inv ag | HEK293 tox | SW480 rereplic
1 | CCOC(=O)c1c(C)[nH]c(C(=O)N/N=C\c2ccccc2O)c1C | 2.1µM* | 7.3µM* | 0% | 5.8µM* | ? | 18% | ? | ? | 5.2µM*
2 | Cc1noc(C)c1NC(=O)N(C)C[C@H]1Oc2ccc(NC(=O)CCC(F)(F)F)cc2C(=O)N([C@H](C)CO)C[C@@H]1C | -7% | -2% | -2% | 2% | -8% | -8% | 9% | -29% | 1%
3 | CCOc1ccc(Cl)cc1S(=O)(=O)NC1CCCC1 | -4% | 0% | -3% | -14% | -17% | -5% | ? | -7% | 8%
4 | CCc1nonc1NC(=O)c1oc2cc(Br)ccc2c1C | 3% | 1% | 15% | -2% | 3% | 2% | 9% | -10% | 26%
5 | CN(C)CCNC(=O)COc1ccc(C23CC4CC(CC(C4)C2)C3)cc1 | 12% | ? | 8% | ? | ? | -21% | 2.8µM* | ? | ?
6 | c1ccc(N2CCN(CCc3nnc4n3CCCCC4)CC2)cc1 | 13% | 6% | -1% | ? | 6% | -1% | 9% | -10% | 0%
7 | COc1cc(Nc2ccc(S(N)(=O)=O)cc2)c([N+](=O)[O-])nc1[N+](=O)[O-] | -7% | 0% | 4% | 5% | 1% | 8% | 13% | -7% | 7%
8 | COc1ccc(S(=O)(=O)N2CCN(c3nc(-c4cccs4)nc4ccccc34)CC2)cc1 | ? | 1% | . | 1% | -35% | . | . | . | .
9 | O=C(COC(=O)c1cccc(S(=O)(=O)N2CCCC2)c1)Nc1ccc(Cl)cc1 | 17% | 0% | 3% | 1% | 1% | 17% | -20% | -2% | .
10 | Cc1ccc(C)c(OCc2cc(C(=O)N3CC[C@H](O)C3)no2)c1 | 3% | -14% | 6% | -1% | 16% | 7% | 11% | -11% | -3%
11 | COc1ccc(NC(=O)Cn2c(NCC(C)O)nc3ccccc32)cc1Cl (stereo not drawn) | -8% | 1% | -3% | 2% | 5% | 9% | 14% | 16% | -3%
12 | CC(=O)c1ccccc1NC(=O)CCCNC(=O)c1ccc(Cl)cc1 | -3% | -10% | 10% | -6% | -2% | -25% | -25% | 0% | -22%
13 | O=C(N/N=C/c1cccc([N+](=O)[O-])c1)c1ccc2c(c1)OCCO2 | -13% | 2% | -1% | 2% | 3% | 1% | -20% | -22% | -12%
14 | COCCCNC(=O)CSC1=Nc2ccccc2C2=NC(CCC(=O)NCc3ccccc3OC)C(=O)N12 (stereo not drawn) | 1% | . | . | . | -8% | ? | ? | -22% | .
15 | CCOc1ccccc1N1CC(C(=O)N(C)Cc2cccnc2)CC1=O (stereo not drawn) | -7% | 6% | 8% | 12% | -14% | -5% | 18% | 16% | -4%
16 | Cc1cccc(CS(=O)(=O)c2ncc(Cl)c(C(=O)Nc3nc4ccc(F)cc4s3)n2)c1 | ? | . | . | . | ? | ? | -1% | 4% | .

Structures above printed as active in SW480 rereplic:
nr | SMILES | GLP1R ag | GLP-1R inv ag | SW480 rereplic
1 | CCOC(=O)c1c(C)[nH]c(C(=O)N/N=C\c2ccccc2O)c1C | 0% | ? | 5.2µM*

(further entries)
item | SMILES | KB-V1 MDR tox | HT1080NT lethal | GLP1R ag | HT1080 IDH1KD tx | KB-3-1 tox | TDP-43 yeast inh | GLP-1R inv ag | HEK293 tox | SW480 rereplic
17 | O=C(O)Cc1cn(Cc2ccc(F)cc2)c2ccccc12 | 0% | 0% | 1% | 10% | -9% | -1% | -5% | -14% | -3%
18 | CCOC(=O)c1sc(=S)n(-c2ccccc2Cl)c1SC | ? | -18% | 5% | -9% | -14% | -7% | -13% | 27% | ?
19 | Cc1c(CCO)c(=O)n(-c2ccccc2)n1S(=O)(=O)c1c(Cl)cc(Cl)cc1Cl | 10% | -5% | -5% | -6% | 15% | 0% | ? | -11% | -2%
20 | C=CCn1c(Cc2nc3ccccc3[nH]2)n[nH]c1=S | 18% | -5% | 1% | -2% | 1% | 0% | 7% | -15% | -11%

From no. 7 up to 20, as listed above:
item | SMILES | KB-V1 MDR tox | HT1080NT lethal | GLP1R ag | HT1080 IDH1KD tx | KB-3-1 tox | TDP-43 yeast inh | GLP-1R inv ag | HEK293 tox | SW480 rereplic
7 | COc1cc(Nc2ccc(S(N)(=O)=O)cc2)c([N+](=O)[O-])nc1[N+](=O)[O-] | -7% | 0% | 4% | 5% | 1% | 8% | 13% | -7% | 7%
8 | COc1ccc(S(=O)(=O)N2CCN(c3nc(-c4cccs4)nc4ccccc34)CC2)cc1 | ? | 1% | . | 1% | -35% | . | . | . | .
9 | O=C(COC(=O)c1cccc(S(=O)(=O)N2CCCC2)c1)Nc1ccc(Cl)cc1 | 17% | 0% | 3% | 1% | 1% | 17% | -20% | -2% | .
10 | Cc1ccc(C)c(OCc2cc(C(=O)N3CC[C@H](O)C3)no2)c1 | 3% | -14% | 6% | -1% | 16% | 7% | 11% | -11% | -3%
11 | COc1ccc(NC(=O)Cn2c(NCC(C)O)nc3ccccc32)cc1Cl (stereo not drawn) | -8% | 1% | -3% | 2% | 5% | 9% | 14% | 16% | -3%
12 | CC(=O)c1ccccc1NC(=O)CCCNC(=O)c1ccc(Cl)cc1 | -3% | -10% | 10% | -6% | -2% | -25% | -25% | 0% | -22%
13 | O=C(N/N=C/c1cccc([N+](=O)[O-])c1)c1ccc2c(c1)OCCO2 | -13% | 2% | -1% | 2% | 3% | 1% | -20% | -22% | -12%
14 | COCCCNC(=O)CSC1=Nc2ccccc2C2=NC(CCC(=O)NCc3ccccc3OC)C(=O)N12 (stereo not drawn) | 1% | . | . | . | -8% | ? | ? | -22% | .
15 | CCOc1ccccc1N1CC(C(=O)N(C)Cc2cccnc2)CC1=O (stereo not drawn) | -7% | 6% | 8% | 12% | -14% | -5% | 18% | 16% | -4%
16 | Cc1cccc(CS(=O)(=O)c2ncc(Cl)c(C(=O)Nc3nc4ccc(F)cc4s3)n2)c1 | ? | . | . | . | ? | ? | -1% | 4% | .
17 | O=C(O)Cc1cn(Cc2ccc(F)cc2)c2ccccc12 | 0% | 0% | 1% | 10% | -9% | -1% | -5% | -14% | -3%
18 | CCOC(=O)c1sc(=S)n(-c2ccccc2Cl)c1SC | ? | -18% | 5% | -9% | -14% | -7% | -13% | 27% | ?
19 | Cc1c(CCO)c(=O)n(-c2ccccc2)n1S(=O)(=O)c1c(Cl)cc(Cl)cc1Cl | 10% | -5% | -5% | -6% | 15% | 0% | ? | -11% | -2%
20 | C=CCn1c(Cc2nc3ccccc3[nH]2)n[nH]c1=S | 18% | -5% | 1% | -2% | 1% | 0% | 7% | -15% | -11%
